GPR151 activ – activates the human receptor GPR151; PathHunter beta-arrestin GPR151 cells, luminescence; activation, % at 11.2 µM; 650,000 compounds, 1% hits; in the data active means activation above about 4.9%;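 further: 0% = median of compound wells and 100% = cells with positive control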
TEAD-YAP inh – TEAD-YAP interaction inhibition; HEK-TIYL cells, TEAD-Gal4/YAP UAS-luciferase luminescence; 640,000 compounds, 1.4% hits; AID 1259422; inhibition, % at 9.12 µM; in the data active means inhibition above about 32%;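 further: 0% = median of test compound wells and 100% = reference inhibitor wells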
MITF inh – human MITF inhibition, primary screen; O75030; AlphaScreen MITF homodimerization, bead proximity signal; inhibition, % at 2.6 µM; 650,000 compounds, 0.91% hits; in the data active means inhibition above about 50%;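 further: 0% = vehicle wells with protein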
FBW7 activator – activators of human E3 ligase FBW7; AID 1259310; AlphaScreen FBW7–phospho-cyclin E peptide binding, activator screen; Q969H0; 650,000 compounds, 0.13% hits; normalized activity (activation), % at 26.1 µM; in the data active means normalized activity above about 1.9%;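 further: purified mutant Fbw7 with reduced substrate affinity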
Target sequence (Q969H0 whole entry, looked up): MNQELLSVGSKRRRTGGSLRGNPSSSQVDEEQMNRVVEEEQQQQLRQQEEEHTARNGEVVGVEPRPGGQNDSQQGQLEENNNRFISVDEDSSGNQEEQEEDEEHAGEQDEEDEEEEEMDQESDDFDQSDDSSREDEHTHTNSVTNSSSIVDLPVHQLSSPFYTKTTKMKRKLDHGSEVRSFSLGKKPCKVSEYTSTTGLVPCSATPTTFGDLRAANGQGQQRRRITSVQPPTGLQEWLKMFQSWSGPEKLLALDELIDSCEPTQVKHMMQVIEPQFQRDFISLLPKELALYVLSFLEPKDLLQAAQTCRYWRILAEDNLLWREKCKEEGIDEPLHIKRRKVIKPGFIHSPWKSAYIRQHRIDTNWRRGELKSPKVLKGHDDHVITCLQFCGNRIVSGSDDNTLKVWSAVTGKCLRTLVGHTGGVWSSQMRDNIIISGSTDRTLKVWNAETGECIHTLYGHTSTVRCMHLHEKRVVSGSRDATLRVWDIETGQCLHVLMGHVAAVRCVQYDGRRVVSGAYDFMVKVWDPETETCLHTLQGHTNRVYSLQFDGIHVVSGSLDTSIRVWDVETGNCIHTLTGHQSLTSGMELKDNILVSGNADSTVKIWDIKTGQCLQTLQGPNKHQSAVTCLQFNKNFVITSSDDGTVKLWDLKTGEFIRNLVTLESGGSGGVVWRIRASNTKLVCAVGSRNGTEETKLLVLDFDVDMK
* hit, by the source's call.

SMILES	GPR151 activ	TEAD-YAP inh	MITF inh	FBW7 activator
Cc1csc(NC(=O)c2ccc(Br)o2)n1	-1.6	-37	19	0.0
CCOc1cc(C2C(C(=O)N3CCOCC3)=C(C)NC3=C2C(=O)CC(C)(C)C3)cc(Br)c1OC (configuration not stated)	0.9	1	1	0.0
CO/N=C/c1cc([N+](=O)[O-])ccc1Sc1cccc(OC)c1	-1.4	1	14	0.0
O=C1c2ccccc2C(=O)N1CCN1CCCC2(C1)Nc1ccccc1-n1cccc12 (configuration not stated)	-0.2	-4	7	-0.2
CCOC(=O)c1c(NC(=O)C(C(C)C)N2C(=O)c3ccccc3C2=O)sc2c1CCC2 (configuration not stated)	0.2	-1	3	0.1
CC(/C=C/c1ccc(N(C)C)cc1)=C\C(=O)O	-0.1	24	9	0.0
CCCOc1cccc(C(=O)Nc2c(C)ccc3nsnc23)c1	0.6	5	-12	0.3
CCCCCOC(=O)Cn1c(N2CCCCC2)nc2c1c(=O)[nH]c(=O)n2C	-0.2	4	2	-0.1
Fc1ccc(C2C3=C(Nc4ncnn42)c2ccccc2OC3c2ccccc2)cc1 (configuration not stated)	0.0	5	5	0.3
CC(C)(C)C(=O)NCCNc1ccc([N+](=O)[O-])cc1	0.8	5	-5	0.1
Cc1ccc2c(c1)cc(CN(Cc1ccco1)C(=O)Nc1ccccc1)c1nnnn12	-0.4	-2	-1	0.1
COc1cccc(-c2cc(C(=O)NCc3ccccc3OC)[nH]n2)c1	-1.0	-16	4	0.4
COc1ccc(-c2cc(N)n(S(=O)(=O)Cc3ccccc3)n2)cc1	0.5	-5	-8	-0.1
COc1cccc(/C=N/NC(=O)c2cc(-c3ccc(C)cc3)n[nH]2)c1	1.2	45*	10	1.4
Cc1ccc(NC(=O)CSc2nc(N)c(NC(=O)c3ccco3)c(=O)[nH]2)cc1	0.1	1	2	0.0
CCOC(=O)C1=C(C)N=c2s/c(=C\c3ccc(OC)cc3)c(=O)n2C1c1ccc(OC)c(OC)c1 (configuration not stated)	-0.2	-2	3	-0.3
Cc1ccccc1NC(=O)NCCCN1CCN(C)CC1	0.3	0	7	-0.2
Cc1ccc(-n2nnnc2CNC(=O)NC(C)(C)C)cc1C	-1.1	-4	-5	0.0
Cc1cc2oc(=O)cc(COC(=O)CNS(=O)(=O)c3cccc(Cl)c3)c2cc1C	-0.5	2	8	0.0
CSCc1ccc2oc(C(=O)O)cc2c1	-0.9	5	14	0.2
O=C1CSC(c2ccc(Cl)cc2Cl)N1c1ccc(Oc2ccc3ccccc3c2Cl)c(Cl)c1 (configuration not stated)	0.0	0	7	-0.1
C=CCn1c(C)cn2c3c(=O)n(CC(C)C)c(=O)n(C)c3nc12	1.3	6	-7	-0.1
Cc1cc([N+](=O)[O-])ccc1-c1ccc(/C=C2\NC(=O)NC2=O)o1	-0.3	5	13	1.0
CC(NC(=O)C1CCCCC1)C(c1cccs1)N1CCN(C)CC1 (configuration not stated)	0.5	-8	-3	-0.1
Cc1cc(C(=O)N2CCN(C)CC2)nn1CC(=O)N1CCc2ccccc21	0.6	-7	6	-0.1
N#CCCN(C1CCCCC1)S(=O)(=O)c1ccc(Cl)cc1	0.6	-12	-5	0.0
CCN(CC)c1ccc(-n2c(C)cc(C=C3C(=O)NC(=O)NC3=O)c2C)cc1	0.1	-5	21	0.0
Cc1ccc(CN2C(=O)CSc3ccc(C(=O)NCCN4CCOCC4)cc32)cc1	-0.6	-7	1	0.1
CCOC(=O)c1c(NC(=O)CSc2nnc(CNC(=O)Cc3ccccc3)n2C)sc2c1CCCC2	-0.3	7	-8	0.1
CC(C)CN1C(=O)c2ccc(C(=O)Nc3cccc(C(F)(F)F)c3)cc2C1=O	-0.3	4	1	-0.2
O=C(CCc1nnc(Cc2ccc3c(c2)OCO3)o1)NCc1cnc2ccccc2c1	1.0	-2	-1	0.1
CS(=O)(=O)N(CC(=O)Nc1ccccc1C(F)(F)F)c1ccc(Cl)cc1Cl	0.0	-14	-6	-0.3
CCN1/C(=C/c2ccc3cc(NC(C)=O)ccc3[n+]2CC)Sc2ccccc21	0.0	52*	6	-0.7
CCOCCOCN(C#N)c1nc(OC)nc(N(C)C)n1	0.0	0	-3	-0.1
Cc1ccc2c(c1)N(C(=O)CSc1ncn[nH]1)C(C)(C)c1ssc(=S)c1-2	0.3	-14	3	-0.2
O=C(O)CN(c1ccccc1)S(=O)(=O)c1ccc(Br)cc1	0.6	-3	14	0.2

Part of the list above, with values under each structure:
Order of values – GPR151 activ, TEAD-YAP inh, MITF inh, FBW7 activator
CCN1/C(=C/c2ccc3cc(NC(C)=O)ccc3[n+]2CC)Sc2ccccc21
→ 0.0, 52*, 6, -0.7
CCOCCOCN(C#N)c1nc(OC)nc(N(C)C)n1
→ 0.0, 0, -3, -0.1
Cc1ccc2c(c1)N(C(=O)CSc1ncn[nH]1)C(C)(C)c1ssc(=S)c1-2
→ 0.3, -14, 3, -0.2

(listing goes on)
SMILES	GPR151 activ	TEAD-YAP inh	MITF inh	FBW7 activator
CCOC(=O)CSc1nc2cc(C(=O)N(C)Cc3ccccc3)ccc2c(=O)n1CCc1ccccc1	2.1	3	20	0.0
COCCN(CCOC)C(=O)c1c[nH]c2ccc(S(=O)(=O)N3CCc4ccccc4C3)cc2c1=O	-1.0	11	10	0.7
COc1ccccc1NC(=O)CN1C(=O)C(C)SC(C)C1=O (configuration not stated)	-0.4	7	4	-0.2
COc1ccc(-c2nc(N)nc(OC)n2)cn1	-0.4	-6	3	0.2
CCOC(=O)C1=C(C)OC(N)=C(C#N)C1c1c(C)nn(-c2ccccc2)c1Cl (configuration not stated)	-0.1	-2	-6	0.1
COc1cccc(C2CC(c3ccccc3OC(F)F)n3ncnc3N2)c1 (configuration not stated)	0.4	10	-1	0.0
COc1ccc(N=Nc2sc3nc4c(c(=O)n(C)c(=O)n4C)n3c2O)cc1	-1.4	4	19	0.1
O=C(COc1ccccc1)NS(=O)(=O)c1ccccc1	0.4	6	5	0.7
COc1ccc(S(=O)(=O)N(CC(=O)Nc2cccc(C)c2)c2ccc(Cl)cc2)cc1	1.1	-5	2	-0.1
COc1ccc(C)cc1S(=O)(=O)N(C)CC(=O)Nc1ccc(Br)cc1F	0.6	-8	3	0.0
NC(=O)CN1CCN(c2ncccn2)CC1	-0.9	11	8	0.3
CN(CC(=O)NCc1ccco1)S(=O)(=O)c1ccc(F)cc1	0.2	-4	4	0.9

An excerpt of these results, with bars between the fields.
SMILES | GPR151 activ | TEAD-YAP inh | MITF inh | FBW7 activator
O=C(CCc1nnc(Cc2ccc3c(c2)OCO3)o1)NCc1cnc2ccccc2c1 | 1.0 | -2 | -1 | 0.1
CS(=O)(=O)N(CC(=O)Nc1ccccc1C(F)(F)F)c1ccc(Cl)cc1Cl | 0.0 | -14 | -6 | -0.3
CCN1/C(=C/c2ccc3cc(NC(C)=O)ccc3[n+]2CC)Sc2ccccc21 | 0.0 | 52* | 6 | -0.7
CCOCCOCN(C#N)c1nc(OC)nc(N(C)C)n1 | 0.0 | 0 | -3 | -0.1

New compounds follow
SMILES	GPR151 activ	TEAD-YAP inh	MITF inh	FBW7 activator
O=C(Nc1nc2ccc([N+](=O)[O-])cc2s1)c1ccc(S(=O)(=O)N2CCc3ccccc32)cc1	-0.1	1	14	0.2
CCCCOc1ccc(S(=O)(=O)NCc2csc(C)n2)cc1	0.3	14	3	-0.1
COC(=O)C(NC(=O)c1ccc(F)cc1)C12CC3CC(CC(C3)C1)C2 (configuration not stated)	1.2	6	18	0.2
N#CCOC(=O)C1CCN(S(=O)(=O)c2ccc(Cl)c([N+](=O)[O-])c2)CC1	-1.2	-2	7	0.3
N=C1C(c2nc3ccccc3s2)=C(O)CN1/N=C/c1ccc(O)c(O)c1O	-1.2	-11	56*	-0.1
CCCNC(=O)c1csc(-c2ccc(OC)cc2)n1	0.9	4	1	0.0
O=C1NC(=S)S/C1=C/c1cccc(Cl)c1	-0.2	6	11	0.0
Cc1nnc(NC(=O)CSc2nnc(NC(=O)Cc3cccs3)s2)s1	-1.7	2	-12	-0.1
COc1ccc(N2C(=O)CSC2c2cccc([N+](=O)[O-])c2)cc1Cl (configuration not stated)	-0.7	-11	16	-0.1
Cc1onc(-c2ccccc2Cl)c1C(=O)N1CCCC1	1.0	5	2	-0.2
O=C(N/N=C/c1ccc(F)cc1)C(=O)Nc1cccc(C(F)(F)F)c1	-0.5	0	-2	0.8
CC(=O)c1cccc(-n2nnn(C3CC(=O)C4OCC3O4)c2=S)c1 (configuration not stated)	1.9	-6	-2	-0.1

Exported as a markdown table: part of the list above
| SMILES | GPR151 activ | TEAD-YAP inh | MITF inh | FBW7 activator |
| --- | --- | --- | --- | --- |
| CCCCOc1ccc(S(=O)(=O)NCc2csc(C)n2)cc1 | 0.3 | 14 | 3 | -0.1 |
| Cc1nnc(NC(=O)CSc2nnc(NC(=O)Cc3cccs3)s2)s1 | -1.7 | 2 | -12 | -0.1 |
| N=C1C(c2nc3ccccc3s2)=C(O)CN1/N=C/c1ccc(O)c(O)c1O | -1.2 | -11 | 56* | -0.1 |

(continued)
SMILES	GPR151 activ	TEAD-YAP inh	MITF inh	FBW7 activator
COc1ccc(NC(=O)c2sc3nc4cc(OC)c(OC)cc4cc3c2N)cc1	1.2	-12	-2	-0.1
COCCNC(=O)Cn1ncc2c([nH]c3ccccc32)c1=O	3.9	2	-4	0.0
CSc1ccc2nc(N3CCN(C(=O)COc4ccc(F)cc4)CC3)sc2c1	2.9	5	8	0.2
CCOC(=O)c1ccccc1NC(=O)CSc1nc2n[nH]c(C)c2c(=N)n1-c1ccc(OCC)cc1	-0.3	1	1	0.2
OCCNc1cc(NCc2ccc3c(c2)OCO3)ncn1	-0.7	-2	8	-0.2
COc1ccc(C2C3=C(CC(C)(C)CC3=O)Nc3ccccc3N2C(=O)c2ccccc2)cc1 (configuration not stated)	-0.3	-5	-11	0.2
COc1ccc(/C(N)=N/OC(=O)c2ccc(Br)cc2)cc1	4.1	-12	-4	0.0
Cc1ccc(C(=O)Nc2ccc(O)c(C(=O)O)c2)o1	-5.7	1	24	0.2
O=C1CSC(c2cccnc2)N1c1ccc(F)c(Cl)c1 (configuration not stated)	-1.1	-9	-46	-0.3
C=CCN1C(C(=O)c2ccccc2)=C(OC(=O)C(C)(C)C)c2ccccc2S1(=O)=O	0.1	12	0	-0.1
CCCCOC(=O)C1=C(C)NC2=C(C(=O)CCC2)C1c1ccc(OC)c(OC)c1 (configuration not stated)	0.1	0	-4	0.0
CCOC(=O)c1c(C)n(C)c2ccc(OCC(O)CN3CCc4ccccc4C3)cc12 (configuration not stated)	-1.5	8	-9	-0.1

3 compounds out of the list, ordered by formula weight, high to low:
SMILES	GPR151 activ	TEAD-YAP inh	MITF inh	FBW7 activator
CCOC(=O)c1ccccc1NC(=O)CSc1nc2n[nH]c(C)c2c(=N)n1-c1ccc(OCC)cc1	-0.3	1	1	0.2
CCOC(=O)c1c(C)n(C)c2ccc(OCC(O)CN3CCc4ccccc4C3)cc12 (configuration not stated)	-1.5	8	-9	-0.1
O=C1CSC(c2cccnc2)N1c1ccc(F)c(Cl)c1 (configuration not stated)	-1.1	-9	-46	-0.3

Further structures:
SMILES	GPR151 activ	TEAD-YAP inh	MITF inh	FBW7 activator
CCOC(=O)c1c(NC(=O)CSc2nnc(CNC(=O)COc3ccc(Cl)cc3)n2-c2ccc(F)cc2)sc2c1CCC2	0.8	3	-5	-0.1
CN(C)CCNCCCCOc1ccc2c(c1)CCC2	0.4	3	-18	-0.3
CCN1CCN(CCCOc2ccccc2OCc2ccccc2)CC1	-2.1	-9	69*	-0.1
NS(=O)(=O)c1ccc(NS(=O)(=O)c2ccc(Br)cc2)cc1	-0.8	10	8	0.1
Cc1nnc(SCc2nc3ccccc3[nH]2)n1-c1ccccc1	0.7	4	3	-0.1
CCc1ccccc1OCC(=O)NC1CCCC1	-1.0	10	13	0.3
CC(C)(C)C(=O)Nc1c(C(=O)Nc2ccccc2F)oc2cccnc12	0.2	-13	3	-0.1
CC(C)c1ccc(/C=C2\SC(=S)N(CO)C2=O)cc1	-1.1	-17	6	-0.1
Cc1occc1C(=O)NNC(=S)Nc1ccccc1	-0.6	-40	14	-0.1
COC(=O)C1CCN(Cc2ccc3c(c2)CN(C(=O)CSC)CCO3)CC1	0.0	7	7	0.2
O=C(CC(NCc1ccccn1)C(=O)O)Nc1cccc([N+](=O)[O-])c1 (configuration not stated)	-1.1	-3	43	-0.3
CCOC(=O)C1=C(N)Oc2ccc3ccccc3c2C1c1cccc([N+](=O)[O-])c1 (configuration not stated)	-0.4	-5	2	0.1
O=C(NCC1CCCO1)c1sc2ccccc2c1Cl (configuration not stated)	-1.1	-60	8	0.8
CCc1nc2ccccc2c(C(=O)OC2CCOC2=O)c1C (configuration not stated)	-0.2	2	5	0.1
N#C/C(=C\Nc1ccc(S(N)(=O)=O)cc1)c1nc(-c2ccc3c(c2)OCO3)cs1	-0.7	14	-24	0.8
Nc1c(C(=O)c2ccc(Cl)cc2)sc2c1c(=O)[nH]c(=O)n2-c1ccccc1	-1.4	6	-2	0.5
CCCOc1ccccc1C1C(C(=O)OCc2ccccc2)=C(C)NC2=C1C(=O)CCC2 (configuration not stated)	0.5	-8	-17	0.0
O=C(N/N=C\c1ccc(Br)cc1)NC12CC3CC(CC(C3)C1)C2	0.9	3	5	-0.2
Cc1ccc(OC(=O)NC2(C(F)(F)F)OCCO2)cc1	-0.6	-2	-1	0.1
